FLuc inh counter: firefly luciferase enzyme inhibitors, primary screen, artefact control for luciferase-based inhibitor screens, biochemical, luminescence, ATPLite; Luciferin 4-monooxygenase (Photinus pyralis), P08659; 10 min; inhibition, % at 10 µM; actives 1.5% (n = 200,000);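 active means inhibition above about 50% when tested at 10 µM, limit read from the data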
Target sequence (P08659 whole entry, looked up): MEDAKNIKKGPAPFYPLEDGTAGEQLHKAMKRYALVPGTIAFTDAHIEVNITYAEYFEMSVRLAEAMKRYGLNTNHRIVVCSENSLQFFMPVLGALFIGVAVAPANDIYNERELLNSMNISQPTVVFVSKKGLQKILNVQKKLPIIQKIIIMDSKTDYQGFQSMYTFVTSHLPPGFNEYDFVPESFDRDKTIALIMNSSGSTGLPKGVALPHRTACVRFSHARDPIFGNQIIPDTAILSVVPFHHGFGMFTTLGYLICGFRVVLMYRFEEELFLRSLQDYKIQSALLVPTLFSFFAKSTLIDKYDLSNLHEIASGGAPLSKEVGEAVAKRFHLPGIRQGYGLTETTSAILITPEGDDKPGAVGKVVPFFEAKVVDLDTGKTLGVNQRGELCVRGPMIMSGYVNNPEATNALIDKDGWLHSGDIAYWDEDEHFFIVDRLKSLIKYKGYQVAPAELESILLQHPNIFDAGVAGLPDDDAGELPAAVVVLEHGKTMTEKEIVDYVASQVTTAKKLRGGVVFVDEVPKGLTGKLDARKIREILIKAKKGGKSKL
STAT1 activator: STAT1 signaling activators, primary screen, cell-based, HTS, luciferase reporter. NIH 3T3 STAT1-luciferase reporter, IFN-gamma, luminescence; 100% = IFN-gamma alone, no compound. activation (% of control), % at 5.5 µM. actives 2.6% (n = 200,000);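 active means activation above the screen-wide mean activation plus 3 SD, cut at about 130% in these data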;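 further: raw ratio to IFN-gamma control signal so 100% means no change and 0% no light; values of inactives mirror those of a sister screen read the other way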
HMGR II inh: inhibitors of E. faecalis class II HMGR, primary screen, biochemical, Enterococcus faecalis. HMG-CoA reductase (Enterococcus faecalis, mvaE). purified E. faecalis HMGR, NADPH absorbance 340 nm kinetic. inhibition, % at 10 µM. actives 0.41% (n = 190,000);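 active means inhibition above a set limit, the median over all tested compounds plus 3 SD, cut at about 9.5% in these data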;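 further: enzyme runs in reverse so mevalonate oxidation gives rising NADPH absorbance; 0% = complete reaction with DMSO and 100% = background rate lacking mevalonate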
APP 5'UTR act: activators of APP 5'UTR luciferase reporter, primary screen, SH-SY5Y cells; SH-SY5Y APP 5'UTR luciferase reporter, luminescence; zero percent = DMSO vehicle wells; activation, % at 2 µM; actives 1% (n = 190,000); AID 1276, 2008;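 active means activation above a set limit, based on mean plus 3 SD of controls, cut at about 140% in these data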; further: values of inactives mirror those of a sister screen read the other way
Redox H2O2 prof: compounds producing H2O2 with reducing agent – biochemical, NIH compound library profiling, artefact control for MLSCN library redox annotation, primary screen. actives 0.03% (n = 200,000). activation, % at 10 µM. DTT-dependent redox cycling H2O2, phenol red/HRP absorbance; 100% = 100 µM peroxide control, 0% = buffer. AID 878, 2007;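 active means activation of at least 50% relative to the plate's high and low controls in the primary single-dose screen; inactive means activation below 50%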;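 further: compound incubated with DTT at 0.8 mM final as the reducing agent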
APP 5UTR inh: inhibitors of APP translation via 5'UTR reporter, primary screen, APP 5'UTR luciferase, SH-SY5Y cells | SH-SY5Y APP 5'UTR-luciferase reporter, luminescence | inhibition, % at 2 µM | actives 0.82% (n = 190,000) | AID 1285, 2008;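 active means inhibition above a set limit, derived from the sample mean plus 3 SD, cut at about 45% in these data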; further: values of inactives mirror those of a sister screen read the other way
Hsp70 act: Hsp70 transcriptional activators, primary screen, cell-based, HeLa, Hsp70 promoter luciferase, luminescence, 10 µM | HeLa Hsp70 promoter luciferase reporter; scaled: vehicle 0, proteasome-inhibitor control 100% | activation, % at 10 µM | actives 0.04% (n = 200,000) | AID 1203, 2008;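 active means activation above the mean across all tested compounds plus 3 SD, cutoff set per campaign, cut at about 5.5% in these data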;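 further: 100% = MG132 at 30 µM as the positive control and 0% = DMSO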
FLuc act counter: FLuc activators, initial screening, artefact control for FLuc-dependent activation tests, biochemical, ATPlite luminescence; Luciferin 4-monooxygenase (Photinus pyralis), P08659; ATPlite luciferase biochemical, 10 min; 0 = ATP-free wells, 1 = DMSO control; activation factor at 10 µM; 200,000 tested, under 10 active; AID 1027, 2008;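 active means luciferase activation factor, scaled between plate controls, of at least 2 with compound at 10 µM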
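Material: Luciferase/luciferin reagent mix; Doses: test compounds dosed from 2 mM stocks in 100% DMSO; Schedule: 10 min incubation after luciferase reagent addition, room temperature; Measured by: luminescence from luciferase reaction; Read-out: luminescence gain marking luciferase activators.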
G6PDH CS: L. mesenteroides G6PDH inhibitors, counter-screen for G6PDH-coupled screening assays, biochemical, Leuconostoc mesenteroides enzyme. glucose-6-phosphate dehydrogenase [Leuconostoc mesenteroides]. Purified L. mesenteroides G6PDH, diaphorase/resazurin coupled fluorescence, 45 min. actives 0.12% (n = 200,000). inhibition, % at 5 µM; in the data active means inhibition above about 50%
NF-kB neuron act: activators of NF-kB expression in neurons, primary screen, cell-based, HTS; human neuronal cells, NF-kB reporter expression; stronger effect = higher value; AID 1239, 2008; actives 1.6% (n = 190,000); fold change at 12.5 µM; in the data active means fold change above about 3.3
* hit, by the source's call; x = not tested or not shown.

SMILES	FLuc inh counter	STAT1 activator	HMGR II inh	APP 5'UTR act	Redox H2O2 prof	APP 5UTR inh	Hsp70 act	FLuc act counter	G6PDH CS	NF-kB neuron act
OCC1(Cc2ccccc2)CCN(Cc2cccc(F)c2F)CC1	-6	95	2	-6	-1.1	6	-0.1	1.1	4	1.3
CCCC(=O)Nc1nnc(COC)s1	-6	105	0	-7	1.9	7	-0.2	1.1	-2	1.2
Cn1c(SCC(=O)NC2CC2)nnc1C(F)(F)F	-3	100	-5	-1	1.0	1	-0.1	1	-6	1.1
O=C(NCCc1nc2ccccc2[nH]1)c1cc([N+](=O)[O-])cc([N+](=O)[O-])c1	0	101	-1	-7	1.2	7	0.4	1	-9	0.92
CC(=O)Nc1ccc(S(=O)(=O)NCCSc2ccccn2)cc1	-4	101	-1	-6	2.8	6	-0.4	1	0	1.4
O=C(Nc1nc2n(n1)C(c1ccc(Cl)cc1)CC(c1ccc(Cl)cc1)N2)c1ccco1 (configuration not stated)	-4	102	2	-10	2.7	10	-0.1	1	-28	1.1
COc1ccc(C2=Nc3cc(C)ccc3OC2)cc1	77*	88	-5	151*	-4.5	-151	-0.1	0.2	7	6.8*
COc1ccc(C(=O)NN2CCCCC2)cc1OC	-5	102	1	-7	2.6	7	-0.2	1	-10	0.97
O=[N+]([O-])c1cccc(/C=N/Nc2cc(Cl)nc(-c3ccccc3)n2)c1	-4	104	-2	8	1.9	-8	0.3	1	5	1.1
COCCN(C(=S)Nc1c(C)cccc1C)C(C)c1cccnc1 (configuration not stated)	-4	94	1	2	-0.2	-2	-0.1	1	10	1.1
COC(CNC(=O)c1ccc2c(c1)ncn2-c1cccc(F)c1)OC	-6	113	-2	-7	-1.2	7	-0.2	1.1	4	0.78
CCN(CC)C(=O)Nc1ccccc1C	-7	95	2	-19	-17	19	-0.6	1.1	-4	1.1
NC(=O)CSc1nnc(COc2ccccc2)n1CCc1ccccc1	-1	104	-1	-4	-0.2	4	-0.1	1	5	1
Cc1cc(C(=O)N/N=C/c2ccc(N(C)C)cc2)c2ccccc2n1	-5	82	4	-46	-0.3	46*	1.2	1.1	16	0.77
CCCn1c2ccccc2c2nnc(SCc3[nH]c(=O)[nH]c3C(=O)CCCCC(=O)OCC)nc21	-2	90	-3	-14	1.6	14	-0.5	1	-35	0.77
COc1cccc(NS(=O)(=O)c2ccc(OC)c(OC)c2)c1	-6	101	-1	-2	-2.4	2	0.1	1.1	-3	0.88
COc1cccc(-c2nc(NC(C)(C)C)c3ccccc3n2)c1O	0	95	1	20	-0.8	-20	-0.4	1	11	0.98
COc1cc(NC(=O)c2ccc3c(c2)OCO3)c2ncccc2c1	39	108	-1	27	1.0	-28	-0.4	0.6	3	0.88
Cc1ccc(-n2cc(C(=O)c3ccccc3O)cn2)cc1	68*	89	5	100	2.0	-100	-0.4	0.3	2	3.1
CCOc1ccc(NC(=O)Cn2nnc(-c3ccccc3F)n2)cc1	-7	106	0	5	0.2	-5	-0.7	1.1	-3	1.1
CCOc1ccc(NC(=S)N(CCc2c(C)[nH]c3ccc(C)cc23)Cc2cccnc2)cc1	-9	102	4	17	0.6	-17	-0.3	1.1	17	1.1
Cc1nn(-c2ccccc2)c(C)c1C(=O)OCC(N)=O	-2	102	-1	23	0.0	-23	-0.1	1	1	1.1
O=C(NCc1ccco1)c1cc([N+](=O)[O-])ccc1N1CCCCC1	-3	102	-3	3	-0.7	-2	-0.4	1	4	1
Cc1cccc(C2c3[nH]c4ccccc4c3CCN2Cc2ccc(C)s2)n1 (configuration not stated)	-3	96	-3	9	8.9	-9	-0.2	1	6	1.2
Cc1nc(NC(=O)C2CC2)sc1C(=O)N(C)C	-3	102	-2	20	3.2	-20	-0.4	1	5	1.1
Cc1ccc(S(=O)(=O)NC(=O)COc2ccccc2)cc1	-8	97	6	-14	-1.1	14	0.1	1.1	8	0.98
COC(=O)CSc1nc(C2CC2)nc2ccccc12	0	108	-1	12	0.1	-12	-0.3	1	4	1.1
Cc1ccc2c(c1)nnn2C1CCN(S(C)(=O)=O)CC1	0	90	0	-3	0.0	2	-0.5	1	-2	1.1
CC(=O)Nc1ccc2c(CSc3nnc(-c4cccnc4)n3-c3ccc(C)cc3C)cc(=O)oc2c1	-1	98	-3	-9	-0.1	9	-0.2	1	13	0.72
CC1CCN(c2nc3c(c(=O)[nH]c(=O)n3C)n2Cc2ccccc2Cl)CC1	-5	103	1	3	0.0	-3	-0.3	1.1	-2	0.97
CCn1c(/C=C/c2c[nH]c3ccccc23)nc2ccccc2c1=O	10	148*	-3	182*	0.8	-182	-0.1	0.9	15	3.4*
COc1cc(C)c(C#N)c(OC)n1	-4	103	-3	12	1.3	-12	-0.3	1	2	1.1
Cc1nn(-c2ccccc2)c(Cl)c1/C=C1\C(=O)N(C)C(=S)N1C	-3	97	-2	4	0.3	-4	-0.1	1	8	1.1
CCc1nnc(NC(=O)c2ccc(Cl)nc2)s1	53*	104	1	51	-0.2	-51	-0.2	0.5	4	1.3
CC(=O)c1sc(NC(=O)COc2ccc(C)c(C)c2)nc1C	-5	100	-3	-8	-0.4	8	0.0	1.1	-2	0.99
COc1ccc(CN2C(=O)c3ccccc3C2C(=O)NC2CCC(C)CC2)c(OC)c1 (configuration not stated)	-10	85	-1	33	-0.2	-33	-0.1	1.1	3	1.2
CCCCNC(=O)Nc1ccccc1C(=O)NCCC	-2	102	0	-3	0.1	3	-0.2	1	0	1.3
CS(=O)(=O)NCc1ccc(C(=O)NCCOc2ccccc2)cc1	-4	115	0	74	1.0	-74	0.5	1	6	2
Cc1cc(F)ccc1NC(=O)c1cccnc1	-7	111	5	-11	0.2	11	0.0	1.1	11	1.1
CC(=O)Nc1c2c(nn1-c1ccc(C)cc1C)CSC2	-7	94	-3	14	-2.3	-14	-0.4	1.1	-7	1.1
Cc1ccccc1-c1nnc(SCC#N)o1	-4	110	2	2	-0.4	-2	-0.3	1	10	1.2
Cc1ccc(C(=O)Oc2ccc3c(c2)ncn3C)cc1	42	116	-7	5	-0.1	-5	-0.2	0.6	8	1.3
Cc1cccc(NC(=S)NC2CC3CCCC(C2)N3Cc2cccs2)c1C (configuration not stated)	-10	89	2	2	-4.9	-2	-0.1	1.1	15	1.2
CCOC(=O)c1c(C)[nH]c(C)c1C(=O)COC(=O)c1cc2ccccc2cc1O	-5	100	-4	-5	-0.1	5	-0.2	1.1	-23	0.75
Cc1cccc(N2CCN(C(=O)C3CCN(S(=O)(=O)c4c(C)noc4C)CC3)CC2C)c1 (configuration not stated)	0	100	3	-13	0.3	13	-0.5	1	4	0.63

Results in G6PDH CS, FLuc inh counter and APP 5UTR inh (two entries from above):
SMILES	G6PDH CS	FLuc inh counter	APP 5UTR inh
COc1ccc(CN2C(=O)c3ccccc3C2C(=O)NC2CCC(C)CC2)c(OC)c1 (configuration not stated)	3	-10	-33
CCCCNC(=O)Nc1ccccc1C(=O)NCCC	0	-2	3

Additional entries
SMILES	FLuc inh counter	STAT1 activator	HMGR II inh	APP 5'UTR act	Redox H2O2 prof	APP 5UTR inh	Hsp70 act	FLuc act counter	G6PDH CS	NF-kB neuron act
CN(C)/C=N/c1sccc1C(N)=O	-6	101	3	-9	-3.7	9	-0.4	1.1	5	1.1
CCn1cc(/C=N\NC(=O)c2csc3ccccc23)c(C)n1	13	108	4	9	-0.1	-9	-0.4	0.9	1	1.2
NC(=O)CSc1nccn1Cc1ccc(Cl)cc1	-6	95	-1	0	0.0	0	-0.2	1.1	3	0.96
COC(=O)Cn1nc(-c2ccc(C)cc2)c2ccccc2c1=O	-5	95	4	-3	0.0	4	-0.3	1	-4	1.2
COc1cc(OC)cc(-c2nc3ccccc3c(=O)o2)c1	8	100	2	8	0.7	-8	0.4	0.9	3	1.2
O=C(COC(=O)c1ccc(Br)o1)NCCc1ccccc1	-1	102	-3	32	-0.3	-32	-0.1	1	7	1.2
CC(NC(=O)/C=C/c1ccco1)c1nc2ccccc2n1Cc1cccc(Cl)c1 (configuration not stated)	0	98	-6	-6	0.2	6	-0.3	1	-10	1.5
Cc1ccc(OCC(=O)Nc2ccc(F)cc2)c([N+](=O)[O-])n1	35	142*	-1	68	-1.8	-68	-0.2	0.6	4	1.2
CC/C(=N\Nc1ccccc1[N+](=O)[O-])c1ccc(O)cc1	2	108	-1	40	-0.3	-40	0.0	1	5	0.9
O=C(C1CC1)N1CCN(C(c2ccccc2)c2ccccc2)CC1	-1	99	-6	-13	0.1	13	-0.1	1	6	1.1
CCC(=O)N1C(C(=O)N2CCCC2)CSC1c1ccc(OC)cc1 (configuration not stated)	1	106	1	19	-0.1	-18	-0.2	1	16	1.2
CC(C)(C)c1ccc(OCc2cnc(Cl)s2)cc1	3	121	-1	55	-0.1	-55	-0.1	1	4	1.8
COc1cccc(C2N(c3ccc(Cl)c(Cl)c3)C(=O)C3CCCN32)c1OC (configuration not stated)	-6	100	-2	-4	-1.3	4	-0.2	1.1	-3	0.93
S=C(NCc1ccco1)Nc1ccc(Cl)cc1	2	100	0	0	-0.3	0	-0.1	1	-1	0.99
Nc1cc(-c2ccc(Br)cc2)nn1S(=O)(=O)c1ccccc1	2	103	-2	-7	0.9	7	-0.1	1	-19	1.1
O=C(Nc1ccc(SC(F)(F)F)cc1)c1ccccn1	71*	76	-6	150*	-0.1	-150	0.1	0.3	7	1.2
Cc1csc(NC(=O)c2cc(-c3ccncc3)nc3ccccc23)n1	-6	107	-2	8	0.0	-8	-0.1	1.1	-1	0.91
CCOC(=O)c1ccc(N2N=C(C)/C(=C/C=C/c3ccco3)C2=O)cc1	6	88	3	5	1.2	-5	-0.2	0.9	4	0.96
N/C(=N\OC(=O)C1CCCCC1)c1cccnc1	47	114	x	-2	-4.0	2	0.2	0.5	1	1.2
CSc1ccccc1NC(=O)CN(C)CC(=O)Nc1ccc(Cl)cc1[N+](=O)[O-]	2	99	-5	1	-0.2	-1	-0.4	1	-3	1.3
OCC(CO)(CO)NCc1ccc(-c2ccccc2)cc1	-1	100	-1	17	3.4	-17	-0.1	1	8	1.4
COc1ccc(CSCC(=O)N/N=C/c2ccccc2OCc2ccccc2)cc1	-5	108	-4	25	0.1	-25	1.8	1	0	1.2
CN(C)c1nc(Oc2ccc(OCCOc3ccccc3)nn2)nc(N(C)C)n1	-7	95	-1	15	-1.1	-15	0.1	1.1	2	0.83

No enrichment for hits; about 5.3% have a hit in one of these screens.
